# Screening data from PubChem.
# WT yeast gro inh: growth inhibition of WT yeast, mitochondrial fusion screen; hit rate 2.1% among 190,000; inhibition, % at 10 µM; mitochondrial fusion phenotypic screen, WT strain; in the data active = inhibition above about 58%; tested in S. cerevisiae
# Autophagy mod: alters autophagy in cells. AID 463193. MEF GFP-LC3 puncta imaging; test concentration mostly 10 µM. hit rate 0.98% among 190,000. calls only at 10 µM (by protocol);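 active = percentage of spot-positive cells more than 3 SD above its plate mean, without a fluorescence outlier flag or 80% toxicity; inconclusive = no clear call, values can overlap the other calls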;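 note: spot-positive cell cutoff set from DMSO-treated cells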
# b-catenin transl: beta-catenin nuclear translocation modulation | HeLa beta-catenin nuclear translocation, immunofluorescence imaging | nuclear translocation activity, % at 5 µM | hit rate 0.3% among 190,000 | AID 1665;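 active = nuclear translocation activity above 50% at 5 µM, with a well cell count of 50 or more; inconclusive = wells under 50 cells across six images, flagged as toxic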;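 note: per-cell ratio of nuclear to cytoplasmic median beta-catenin stain intensity; plate controls were DMSO negative control for no effect and GSK-3 inhibitor IX positive control for full effect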
#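 Test system: human HeLa cells, native beta-catenin. Compound dosing: 5 µM primary single dose, 0.1% DMSO, 0.02–20 µM confirmation series. Incubation: compound exposure 24 h at 37°C. Detection: beta-catenin immunostaining with DAPI counterstain, 20x imaging, 6 fields/well. Read-out basis: Nuclear/cytoplasmic beta-catenin signal ratio, % activation.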
# MT stabilizer: microtubule stabilizers in HeLa cells; hit rate 0.83% among 200,000; % tubulin-high responders, % at 10 µM; AID 2205; HeLa tubulin immunostaining HCS, 24 h; share of cells brighter than vehicle mean+2SD;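 active = plate Z-score above 3 for both tubulin-high and condensed-nucleus cell shares, with cell loss under 80%, at 10 µM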;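 note: anti alpha tubulin signal scored within the nucleus-defined area of each cell; some results filed as inactive read as strong as hits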
# Ins promoter up: MIN6 insulin promoter up-regulation; MIN6 insulin promoter-GFP reporter, high-content imaging; stronger effect = higher value; z-score at 5 µM; hit rate 0.3% among 190,000;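 active = z-score above 3 at 5 µM with at least 500 cells counted in the well; inconclusive = wells under 500 cells, flagged as cytotoxic or low count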
# Yfh1-off respiration: mitochondrial function rescue without frataxin homolog – Friedreich's ataxia, plus single-dose screen, dose response (AID 1465); S. cerevisiae Yfh1-off respiration, WST-1 reduction, 72 h; higher fold induction means a stronger effect; fold induction at 50 µM, or EC50 in µM where a hit was titrated; hit rate 0.074% among 220,000;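 active = fold induction of absorbance versus untreated yeast above a set limit, then at least 30% activation at any dose in follow-up; inconclusive = repeats straddling the limit, or above it without dose testing; inactive = fold induction below the set limit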;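 note: activators that raise dye reduction in frataxin-depleted yeast; strong numbers were not always called active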
# AID2073: inhibitors of Mint1-CaV2.2 protein interaction, biochemical, HTRF (AID 2073); HTRF protein-protein interaction, Mint1-CaV2.2; higher % means a stronger effect; one-dose inhibition, % at 20 µM; IC50 in µM for titrated hits; hit rate 0.19% among 290,000; in the data active = inhibition mostly above about 51%, no sharp cut-off; inconclusive = no clear call, values can overlap the other calls; inactive = mostly below about 53%; note: some results filed as inactive read as strong as hits
# HIV fusion peptide: cell-free HIV fusion peptide-binding blockers – biochemical, uHTS, fluorescence dequenching, primary screen (AID 1986). cell-free peptide binding, fluorescence dequenching, 30 min; higher % means a stronger effect. hit rate 0.3% among 290,000. one-dose inhibition, % at 20 µM; IC50 in µM for titrated hits; in the data active = inhibition mostly above about 52%, no sharp cut-off; inactive = mostly below about 76%; note: some results filed as inactive read as strong as hits
# Dynein cargo inh: dynein cargo transport inhibition | 3617.4 mouse cells, GR-EGFP nuclear translocation imaging; test concentration mostly 20 µM; stimulated with dexamethasone, 1 µM; stronger effect = lower value | z-score, hits read low | hit rate 0.47% among 220,000 | AID 1381;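 active = plate z-score of nuclear minus cytoplasmic receptor signal below a set negative limit, without overly bright fluorescence or cell loss, cut at about -3.5 in these data, passing the limit was not always enough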;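 note: z-score of nuclear minus cytoplasmic ring GR-EGFP intensity difference per well; some compounds called inactive have numbers as strong as hits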
#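 Schedule: 48 h induction, then 1 h compound, then 30 min agonist, 37 °C. Buffer or medium: tetracycline-free induction medium containing charcoal-stripped FBS. Reagent: 1.0 µM final dexamethasone stimulus. Evaluation: nuclear versus cytoplasmic GR-EGFP signal, averaged per well. Signal: high-content fluorescence imaging after fixation.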
# WT yeast gro inh mutant strain: recorded beside WT yeast gro inh, whose call it bears; inhibition, %; mitochondrial fusion phenotypic screen, mutant strain inhibition
# Dynein cargo inh cytoplasmic EGFP: recorded beside Dynein cargo inh, whose call it bears; z-score; measured here: cytoplasmic GR-EGFP intensity; stronger effect = higher value
# Dynein cargo inh nuclear GR-EGFP: recorded beside Dynein cargo inh, whose call it bears; z-score; measured here: nuclear GR-EGFP intensity;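 lower value marks the stronger effect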
# Dynein cargo inh cell count: further read-out of Dynein cargo inh, marked with its call; z-score; measured here: cell count per field
# Ins promoter up cell count: recorded beside Ins promoter up, whose call it bears; cell count; measured here: cytotoxicity, nuclei count;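 total cells summed across four imaged fields per well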
# b-catenin transl cell count 5 µM: also measured in b-catenin transl; calls as there; cell count; measured here: cell count, cytotoxicity flag
# MT stabilizer Hoechst-high %: also measured in MT stabilizer; calls as there; % Hoechst-high responders; measured here: nuclear condensation Hoechst responders;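 share of cells brighter than vehicle mean plus two SD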
# MT stabilizer cytotoxicity %: further read-out of MT stabilizer, marked with its call; toxicity, %; measured here: cytotoxicity by cell density;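 0% = mean cell density of plate MIN control wells and 100% = no cells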
# Autophagy mod cell loss 18 h: recorded beside Autophagy mod, whose call it bears; toxicity, %; measured here: cell loss, nuclei count;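 cell loss after 18 h compound exposure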
# * hit, by the source's call; i = inactive; ? = inconclusive; . = no result given; + = active, no number. Compounds as they come. About 4.2% of those tested had a hit in this group.
SMILES,WT yeast gro inh,WT yeast gro inh mutant strain,Autophagy mod,Autophagy mod cell loss 18 h,b-catenin transl,b-catenin transl cell count 5 µM,MT stabilizer,MT stabilizer Hoechst-high %,MT stabilizer cytotoxicity %,Ins promoter up,Ins promoter up cell count,Yfh1-off respiration,AID2073,HIV fusion peptide,Dynein cargo inh,Dynein cargo inh cytoplasmic EGFP,Dynein cargo inh nuclear GR-EGFP,Dynein cargo inh cell count
CC1CCc2c(nc3ncnn3c2NCCc2ccccc2F)C1 (stereo not drawn),5,-2,i,5,1.3,1550,2.9,1.8,4.6,-1.6,1557,i,-3%,-1.7%,1.1,-0.15,0.95,-1.2
CN1CCc2c(sc(/N=C/c3c[nH]c4ccccc34)c2C(N)=O)C1,.,.,.,.,0.8,1315,.,.,.,0.37,1015,i,6%,0.7%,0.65,-0.14,0.51,0.54
Cc1nc(=O)cc(-c2ccccc2)n1-c1ccccc1,7,-7,i,-11,-3.0,965,4.0,2.7,4.3,1,1394,i,6%,1.3%,0.66,-0.27,0.42,0.48
COc1ccc(CN(C(=O)CSc2nnc(-c3c[nH]c4ccccc34)o2)c2ccc(F)cc2)cc1OC,37,2,i,13,2.1,375,2.2,2.1,20,-1.3,1097,i,6%,-2.5%,1.7,-0.22,0.29,-0.53
CC(C)C(c1nnnn1C1CCCC1)N1CCC(C(N)=O)CC1 (stereo not drawn),11,5,i,10,-0.8,1098,2.2,3.1,6.4,-0.53,1354,i,-2%,2.3%,-0.37,-0.34,-0.32,0.66
CCN(CC)P(=O)(Nc1ccc(C)cc1Br)c1ccc(N(C)C)cc1NC(=O)c1ccco1 (stereo not drawn),60*,-11*,i,-3,0.1,1103,3.6,2.6,6.1,-0.56,1134,i,56%,2.1%,-0.37,-0.21,-0.12,0.4
CCOc1cccc(CN2CCN(Cc3ccc(C)o3)C(CCO)C2)c1O (stereo not drawn),1,12,i,18,-0.4,1026,4.1,2.9,6.2,.,.,i,8%,-2.0%,2.8,0.88,2.4,-2.4
COc1ccccc1NC(=O)c1c(NC(=O)c2ccco2)sc2c1CCC2,0,-4,i,-5,2.2,1046,11,4.5,21,-3.7,1003,i,50%,0.1%,0.3,-0.23,0.34,-0.28
CCOC(=O)CSc1nc2c(sc(=S)n2CCc2ccccc2)c(=O)n1Cc1ccco1,16,-10,i,36,-2.6,1459,5.3,2.2,14,-0.59,1439,i,-6%,2.2%,2,-0.26,1.4,-1.5
CC(C(=O)N(C1CC1)C1(C(=O)Nc2ccccc2)CCCC1)N1C(=O)c2ccccc2C1=O (stereo not drawn),10,14,i,-1,-0.4,1143,3.4,3.0,11,0.31,1033,i,2%,-2.4%,2.1,-0.074,1.4,0.13
CCOC(=O)c1ccc(NC(=O)NCc2ccn(CC)n2)cc1,2,4,i,-4,-1.4,1160,2.6,1.9,3.0,.,.,i,4%,-1.9%,-0.47,-0.23,-0.61,-0.45
COCCn1c(Cc2ccccc2)nnc1SCC(=O)NC(C)C,7,-3,i,-3,-1.7,671,4.3,2.7,8.8,1.6,1580,.,0%,3.7%,-0.19,-0.2,0.22,-0.79
CCOc1ccccc1C(=O)NC(C(=O)Nc1cccnc1)C(C)C (stereo not drawn),-11,5,i,-11,-3.5,1099,5.1,3.0,7.7,0.16,1229,i,3%,-1.2%,-0.43,-0.31,0.11,-0.54
CC(C)(C)C(=O)N1CCN(c2ccc([N+](=O)[O-])c(-n3nc(-c4ccccc4)c4ccccc4c3=O)c2)CC1,-1,-13,i,-11,-3.3,585,5.0,2.6,6.8,0.03,1286,i,-6%,-1.6%,-0.74,-0.28,-0.74,1.2
N#Cc1sc2nc(-c3cccs3)cc(-c3ccccc3)c2c1N,19,-1,i,-22,.,.,i,.,100,.,.,i,49%,17%,1.4,0.046,-0.14,0.014
O=C(COc1cccnc1[N+](=O)[O-])NCCc1ccc(Cl)cc1,15,-11,i,26,2.1,1054,4.2,1.4,5.3,-0.42,1341,i,45%,-1.6%,1.1,-0.01,1.1,-2.3
COc1ccc(Cc2noc(-c3ccc(C)cc3)n2)cc1,-16,-13,i,4,1.6,1065,5.1,2.9,0.7,0.31,1272,i,4%,-1.4%,-0.11,-0.21,0.15,0.15
O=C(CN1CCN(C2CCCCC2)CC1)Nc1ccccc1-c1ccccc1,9,-3,i,2,-0.4,1006,3.0,2.0,4.1,0.46,1292,.,-5%,-0.4%,0.16,-0.37,0.019,0.099
COc1cc2c(cc1OC)CN(Cc1ccc(OC)c(C)c1OC)CC2,-6,2,i,-2,.,.,4.0,1.6,4.3,-0.16,1205,i,-13%,1.1%,-0.9,-0.2,-0.21,0.99
O=C(COC(=O)c1ccc(O)cc1)NCCC1=CCCCC1,17,-5,i,13,-0.9,1049,1.5,2.1,7.3,-0.61,1420,i,0%,0.2%,-0.81,-0.16,-0.48,-0.28
CCN(C(=O)CN1CC(C)OC(C)C1)c1c(N)n(Cc2ccccc2)c(=O)[nH]c1=O (stereo not drawn),5,-1,i,1,-0.5,1119,1.7,2.1,3.7,-0.16,1327,i,0%,-2.0%,0.24,-0.3,0.33,0.26
CC(C)OC(=O)CSc1nc2ncc(Cl)cc2[nH]1,-30,-7,i,-33,2.7,1356,2.5,1.9,10.0,-0.15,1545,i,-4%,1.9%,-0.033,-0.2,0.12,-0.38
O=C(c1ccc(S(=O)(=O)N2CCOCC2)cc1)N1CCN(S(=O)(=O)c2ccc(Cl)s2)CC1,.,.,.,.,0.7,1344,.,.,.,-0.02,1058,i,2%,-0.6%,-0.87,2.3,0.037,0.55
c1cncc(-c2nn3cnnc3s2)c1,15,15,i,6,-1.9,1090,3.3,3.1,8.2,0.86,2036,i,0%,-0.4%,0.21,-0.39,0.029,0.13
CCn1nc(C)c(CNC(=O)CCc2nnc(Cc3c[nH]c4ccccc34)o2)c1C,11,8,i,17,0.1,1079,3.2,2.5,8.4,-0.14,1391,i,8%,1.1%,2.3,-0.29,0.99,-0.23
COc1ccc(NC(=O)CSc2nc3ccccc3c(=O)n2CCC(=O)N2CCCCC2)cc1,-6,-10,i,5,.,.,5.0,3.1,3.5,.,.,i,3%,1.4%,2.6,-0.24,1,-1.3
CN(C)S(=O)(=O)N1CCCC(C(=O)c2ccc(C(F)(F)F)cc2)C1 (stereo not drawn),2,11,i,-5,-1.2,1090,0.6,0.7,4.1,-0.24,1483,i,12%,2.7%,-0.93,-0.24,-0.37,0.58
COC(=O)c1ccc(CSc2nnc(Nc3cccc(OC)c3)s2)o1,12,8,i,-1,-4.6,969,2.1,2.2,9.2,1.1,1485,i,12%,13%,-0.55,-0.12,-0.41,-0.23
Cc1c(Nc2nc3ccccc3nc2NS(=O)(=O)c2ccccc2)c(=O)n(-c2ccccc2)n1C,10,2,+,51*,0.8,1183,2.3,1.7,8.7,0.55,988,i,9%,-0.4%,-0.075,-0.21,0.11,0.53
CCOc1ccc(/C(O)=C2/C(=O)C(=O)N(CCCn3ccnc3)C2c2cccs2)cc1Cl (stereo not drawn),53,35,i,6,-1.7,1533,1.7,1.9,5.3,0.07,1585,i,?,2.5%,-0.44,-0.17,-0.29,0.16
O=C(c1cc2c(=O)n3ccccc3nc2s1)N1CCOCC1,21,12,i,-1,-1.0,1092,3.9,1.6,6.2,-0.3,1261,.,22%,0.7%,2,-0.14,1.3,-0.19
O=C(Nc1cc(C(F)(F)F)ccc1N1CCOCC1)c1cccs1,-7,-3,i,-4,.,.,1.1,1.5,7.2,0.31,855,i,5%,-2.3%,-0.79,0.05,-0.16,1.1
Cc1c(NC(=O)c2ccccc2NS(=O)(=O)c2ccc(Br)cc2)c(=O)n(-c2ccccc2)n1C,.,.,i,-1,-2.9,1384,2.8,0.9,1.2,0.29,1433,i,-6%,-1.5%,-0.58,0.11,-0.027,-0.79
O=C(c1ccc(Cl)cc1[N+](=O)[O-])N(Cc1ccccc1)Cc1ccccc1,61*,29*,i,8,-2.2,1133,6.2,1.9,9.1,-1.3,1463,i,0%,-0.8%,0.13,-0.27,-0.088,-0.53
O=C(NCCCN1CCCC1=O)c1ccc2c(=O)n(-c3ccccc3F)c(=S)[nH]c2c1,-13,0,i,23,4.9,1101,11,1.5,6.0,0.31,1342,i,-11%,-0.7%,-0.77,-0.31,-0.57,0.92

# 3 compounds out of the list, ordered by heavy-atom count, highest first:
SMILES,WT yeast gro inh,WT yeast gro inh mutant strain,Autophagy mod,Autophagy mod cell loss 18 h,b-catenin transl,b-catenin transl cell count 5 µM,MT stabilizer,MT stabilizer Hoechst-high %,MT stabilizer cytotoxicity %,Ins promoter up,Ins promoter up cell count,Yfh1-off respiration,AID2073,HIV fusion peptide,Dynein cargo inh,Dynein cargo inh cytoplasmic EGFP,Dynein cargo inh nuclear GR-EGFP,Dynein cargo inh cell count
Cc1c(Nc2nc3ccccc3nc2NS(=O)(=O)c2ccccc2)c(=O)n(-c2ccccc2)n1C,10,2,+,51*,0.8,1183,2.3,1.7,8.7,0.55,988,i,9%,-0.4%,-0.075,-0.21,0.11,0.53
Cc1c(NC(=O)c2ccccc2NS(=O)(=O)c2ccc(Br)cc2)c(=O)n(-c2ccccc2)n1C,.,.,i,-1,-2.9,1384,2.8,0.9,1.2,0.29,1433,i,-6%,-1.5%,-0.58,0.11,-0.027,-0.79
O=C(Nc1cc(C(F)(F)F)ccc1N1CCOCC1)c1cccs1,-7,-3,i,-4,.,.,1.1,1.5,7.2,0.31,855,i,5%,-2.3%,-0.79,0.05,-0.16,1.1
